Screens deposited in PubChem BioAssay by National Center for Advancing Translational Sciences (NCATS).
Cycloheximide cs: counter-screen hit for Shiga toxin inhibitors, cycloheximide; cell reporter, cycloheximide protein synthesis inhibition counterscreen; max response, %; 300,000 compounds, 12% hits; AID 2314; in the data active = max response mostly above about 13%, no sharp cut-off; inactive = mostly below about 14%; also: read at 38.3 µM for the half of the compounds with a filed dose; 0% is about no effect
Shiga inhibitor: Shiga toxin inhibition | AID 2315 | inhibition, % at 38.7 µM | Vero cells, Shiga toxin protein synthesis inhibition reporter | 290,000 compounds, 9.2% hits; in the data active = inhibition mostly above about 28%, no sharp cut-off; inactive = mostly below about 43%; also: 0% is about no effect
Sm TGR block: S. mansoni TGR enzyme inhibition | Q962Y6 | purified TGR, DTNB reduction, TNB absorbance 405 nm | Potency, µM (series often up to 114 µM), without a hit: top-dose activity change, negative = inhibition, usual class: inhibitors | 360,000 compounds, 3% hits | AID 485364; also: potency is read from the fitted curve at half-maximal effect; % is scaled to controls: 0 for no effect and ±100 for the full control effect; nearly all actives have a fitted effect of over 60% in size
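TGR 20 nM + NADPH 100 uM (dispensed conc.), cpd preinc 15 min RT; start with NADPH (500 uM addition) then DTNB (15 mM addition). Kinetic TNB absorbance, 405 nm filter. Four-parameter Hill fit across titration.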
Pf growth 48h: P. falciparum growth inhibition at 48 hours (one generation). P. falciparum luciferase growth in erythrocytes, 48 h. Potency, µM (series often up to 28.7 µM), for the others: at the top dose activity change, negative = inhibition, actives largely listed as inhibitors. 310,000 compounds, 5.9% hits. AID 504832; also: potency is read from the fitted curve at half-maximal effect; % is scaled to controls: 0 for no effect and ±100 for the full control effect
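Luciferase-expressing parasites in RBCs, 2% Hct / 0.1% parasitemia final; RPMI 1640 + 0.5% Albumax; 37 C, 5% CO2, one generation; luminescence read-out, lower signal = inhibition.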
Pf growth 96h: inhibits malaria parasite growth, 96 h; Potency, µM (doses to about 28.7 µM), for the others: at the top dose activity change, negative = inhibition, most hits filed as inhibitors; 320,000 compounds, 6.9% hits; P. falciparum luciferase reporter growth, 96 h; also: potency is read from the fitted curve at half-maximal effect; % is scaled to controls: 0 for no effect and ±100 for the full control effect
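P. falciparum expressing integrated firefly luciferase, in erythrocytes at 2% hematocrit, 0.05% parasitemia, incubated with compounds 96 h at 37 C, 5% CO2. Growth inhibition read as loss of luminescence; two-generation exposure targets delayed-death apicoplast inhibitors.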
Giardia FBPA inh: inhibitors of Giardia lamblia fructose-1,6-bisphosphate aldolase; A8B2U2; purified Giardia FBPA; Potency, µM (doses to about 59.6 µM), for inactives: at the highest dose activity, negative = inhibition, actives largely listed as inhibitors; 290,000 compounds, 0.71% hits; also: potency is read from the fitted curve at half-maximal effect; % is scaled to controls: 0 for no effect and ±100 for the full control effect; nearly all actives have a fitted effect of over 55% in size
Target sequence (A8B2U2 whole entry, looked up): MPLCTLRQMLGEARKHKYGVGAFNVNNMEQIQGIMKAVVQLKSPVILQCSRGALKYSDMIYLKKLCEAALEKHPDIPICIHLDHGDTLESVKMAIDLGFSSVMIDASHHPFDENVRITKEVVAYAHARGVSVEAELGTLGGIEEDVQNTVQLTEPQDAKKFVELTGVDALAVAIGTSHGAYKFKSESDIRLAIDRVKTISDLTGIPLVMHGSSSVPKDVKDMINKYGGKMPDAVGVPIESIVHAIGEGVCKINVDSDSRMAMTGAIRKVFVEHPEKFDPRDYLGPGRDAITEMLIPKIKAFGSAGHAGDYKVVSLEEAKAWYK
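40 nM FBPA preincubated 10 min at RT with compound (up to 57.5 uM final), then substrate plus GAPDH/TPI/NAD/arsenate coupling and diaphorase/resazurin added. Fluorescence read after 20 min at RT, 525/598 nm.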
Numbers without * were called inactive; ? = inconclusive; . = not tested or not shown; [ ] = remark or other dose. Unless noted, calls follow the shape of the dose curve; as a rule, active = well fitted curve in the direction sought with a large enough effect; inconclusive = small, poorly fitted or top-dose-only effect, or another doubt; inactive = no such curve, though single readings can be large; an effect the other way counts as inactive or inconclusive.

Compound | Cycloheximide cs | Shiga inhibitor | Sm TGR block | Pf growth 48h | Pf growth 96h | Giardia FBPA inh
CCOc1ccc(C(=O)CN2CCN(S(=O)(=O)c3ccc(F)cc3)CC2)cc1 | -1.3 | -9.0 | 25.1µM* | ? | -13.8% | -14.2%
O=S(=O)(N/N=C1\CC(c2ccccc2)Oc2ccccc21)c1ccccc1 (configuration not stated) | 18.3 | 35.1 | 13.7% | 25.4% | 43.1%[activator] | 0.9%
Cc1ccc(S(=O)(=O)N(C)C)cc1NC(=O)CCc1c[nH]c2ccccc12 | -2.4 | 11.8 | -14.3% | 2.4% | -8.8% | -0.4%
Cc1ccc(C(=O)C2=C(O)C(=O)N(Cc3cccnc3)C2c2ccc(Cl)c(Cl)c2)o1 (configuration not stated) | -3.1 | -0.6 | ? | 10.0% | -87.8% | 1.5%
COc1cc(NC(=O)c2c(OC)cccc2OC)ccc1NC(=O)c1cc2ccccc2o1 | 22.3* | . | -10.2% | 81.5%[activator] | 4.1% | 3.5%
CCOC(=O)c1c(S(=O)(=O)N(C)Cc2ccccc2)c(C)n(C)c1C | 9.1 | -5.1 | -0.8% | ? | -2.1% | -13.3%
COc1ccc(N2CSC3=C(C#N)C(c4cc(OC)ccc4OC)CC(=O)N3C2)c(OC)c1 (configuration not stated) | 1.6 | -5.8 | ? | . | 13.1µM* | 1.58µM*
C/C(=N\Nc1ccc([N+](=O)[O-])cc1)c1ccc2c(c1)OCO2 | 30.0* | 80.5* | -1.2% | 92.0%[activator] | 119.4%[activator] | -5.1%
CCN(CC)CCn1c(=S)[nH]c2cc(C(=O)N3CC=C(c4ccccc4)CC3)ccc2c1=O | -2.4 | 6.2 | -2.0% | ? | ? | -4.9%
COC(=O)c1cc(OC)c(OC)cc1NC(=S)Nc1cccc(C(C)=O)c1 | 6.2 | -13.7 | -14.4% | 3.8% | ? | -9.1%
CCOC(=O)N1CCN(CC(=O)c2c(C)[nH]c3ccccc23)CC1 | -1.5 | -10.0 | 35.5µM* | -7.9% | -6.5% | -2.0%
Cc1ccc(SCc2cc(=O)[nH]c(/N=C(\N)Nc3cccc4ccccc34)n2)cc1 | -0.4 | 4.0 | 6.7% | 8.0% | -6.1% | -0.8%
Cn1c(NCCCN2CCOCC2)nc2c1c(=O)n(Cc1ccc(Cl)c(Cl)c1)c(=O)n2C | -3.5 | -4.9 | 14.8% | 13.1µM* | . | 7.7%
CCC(=O)Nc1nnc(/C=C/c2ccc(OC)cc2)s1 | 32.0* | 55.1* | 18.5% | 26.2% | 30.1%[activator] | 0.8%
CCN(C(=O)COC(=O)CSc1ccc(C(N)=O)cc1[N+](=O)[O-])C1CCCCC1 | -3.5 | -3.2 | -2.6% | 10.1% | 2.3% | 3.7%
CC1(C)OC(=O)N(c2ccccc2)C12C=Cc1c(ccc3ccccc13)O2 (configuration not stated) | 8.3 | 2.8 | -11.4% | 13.1µM* | 136.4%[activator] | 0.0%
CC(=O)Nc1ccc(S(=O)(=O)NCC(=O)OCC(=O)NC23CC4CC(CC(C4)C2)C3)cc1 | 1.0 | -13.2 | -8.4% | -1.4% | 22.5% | 0.4%
Cc1nc2nc(-c3ccccc3)[nH]n2c(=O)c1C | 14.6 | 44.4 | 7.1% | 39.0%[activator] | . | ?
O=C(Nc1nnc(-c2ccncc2)o1)c1ccc(Br)s1 | 35.2 | 35.9 | ? | ? | ? | ?
COc1ccc(C(C#N)(CCC#N)CCC#N)cc1OC | -4.8 | -0.7 | -3.3% | 15.9% | . | 4.3%
O=C(NCc1cccs1)c1ccc(CS(=O)Cc2cccc(Cl)c2)o1 (configuration not stated) | -0.6 | -3.4 | ? | ? | 14.1% | -5.0%
Cc1ccc(C(=O)OCC(=O)N2CCc3ccccc32)cc1 | 34.2* | 151.6* | 16.5% | 141.8%[activator] | 65.8%[activator] | .
Cc1cc(=O)oc2c1c(C)nn2-c1nn[nH]n1 | -4.5 | -13.6 | -7.9% | -4.0% | 11.8% | 1.0%
COc1cc(C(=O)OCC(=O)N2CCC(Cc3ccccc3)CC2)cc(OC)c1OC | . | . | ? | -20.1% | -1.2% | .
CC12CN3CC(C)(CN(C1)C3c1ccc3c(c1)OCO3)C2O (configuration not stated) | 1.0 | -19.4 | 19.0% | -7.6% | 13.2% | 1.5%
CC(/C=C/C(=O)NO)=C\[C@@H](C)C(=O)c1ccc(N(C)C)cc1 | -3.8 | 28.4 | . | . | . | 2.6%
CCCCOc1cccc(C(=O)Nc2ccc(NC(=O)c3ccco3)cc2)c1 | -1.7 | -18.0 | -3.3% | 13.1% | 195.3%[activator] | 1.1%
CC(C)=CCCC(C)CN(C)CCc1ccccn1 (configuration not stated) | -4.4 | -4.1 | -32.6% | -1.8% | . | ?
Fc1ccc(C2=CCN(C(c3cccs3)c3nnnn3CCc3ccccc3)CC2)cc1 (configuration not stated) | 6.1 | -4.3 | -15.2% | 0.0% | . | -1.8%
O=C(NCC1CCCO1)C(c1cccs1)N(Cc1cccs1)C(=O)c1ccc(-c2ccccc2)[nH]1 (configuration not stated) | 8.6 | 20.7 | -0.6% | ? | 82.1%[activator] | 1.3%

Compound profiles, from the list above. Screens in order: Cycloheximide cs, Shiga inhibitor, Sm TGR block, Pf growth 48h, Pf growth 96h, Giardia FBPA inh
CCN(C(=O)COC(=O)CSc1ccc(C(N)=O)cc1[N+](=O)[O-])C1CCCCC1 is listed as -3.5, -3.2, -2.6%, 10.1%, 2.3%, 3.7%
CC1(C)OC(=O)N(c2ccccc2)C12C=Cc1c(ccc3ccccc13)O2 (configuration not stated) is listed as 8.3, 2.8, -11.4%, 13.1µM*, 136.4%[activator], 0.0%
COc1cc(C(=O)OCC(=O)N2CCC(Cc3ccccc3)CC2)cc(OC)c1OC is listed as ., ., ?, -20.1%, -1.2%, .

Later entries.
Compound | Cycloheximide cs | Shiga inhibitor | Sm TGR block | Pf growth 48h | Pf growth 96h | Giardia FBPA inh
O=C(NCCc1nnc2ccc(SCC(=O)N3CCCC3)nn12)c1ccccc1 | -2.2 | -9.9 | -12.3% | -11.3% | -12.3% | 2.7%
N#Cc1cccc(CN2CCC(=O)N(CCO)CC2)c1 | -1.6 | 2.0 | 0.2% | 33.7%[activator] | 93.0%[activator] | 11.2%
Cc1ccc(N2C(=O)C(c3c(C)[nH]n(-c4ccccc4)c3=O)(C(F)(F)F)C3=C2CC(C)(C)CC3=O)cc1 (configuration not stated) | -4.5 | -15.7 | ? | . | ? | 5.5%
COc1cc(CN2CCCC(N3CCN(c4ccc(F)cc4)CC3)C2)ccc1F (configuration not stated) | 8.7 | -8.2 | 11.4% | 2.08µM* | 0.657µM* | 16.0%
COc1ccc(CCN(C)Cc2c(O)ccc3cc(Br)ccc23)cc1OC | -1.9 | 5.7 | 3.98µM* | ? | ? | -8.7%
CN(/N=C\c1ccc(O)c(O)c1)c1nc(-c2ccccc2)cc(-c2ccccc2)n1 | 6.6 | 11.1 | -14.4% | 10.4µM* | ? | ?
COc1cccc(-c2coc3c(C)c4oc(=O)c(CC(=O)O)c(C)c4cc23)c1 | -4.1 | -5.8 | 7.0% | ? | -11.4% | 1.2%
Cc1ccc(S(=O)(=O)Nc2ccncc2)c(C)c1N(C)S(=O)(=O)c1ccc(Cl)cc1 | -2.1 | -12.2 | 6.0% | -16.7% | -9.6% | 5.8%
COc1ccc(Cl)cc1N=Cc1c(O)n(C)c(=O)n(C)c1=O | -2.9 | -3.6 | -12.1% | 12.4% | 0.0% | 4.7%
O=C1CC(c2ccsc2)Sc2ccccc2N1 (configuration not stated) | 1.2 | -9.5 | -1.2% | 0.0% | 37.2%[activator] | -1.0%
COC(=O)c1ccc(COC(=O)CCC(=O)c2cccs2)cc1 | 62.0* | 120.6* | 0.3% | 30.0%[activator] | 72.9%[activator] | 1.1%
CC1CC(C)(C)NC(=S)N1CC(=O)NCc1ccc(F)cc1 (configuration not stated) | 9.9 | -19.4 | 1.7% | -2.9% | -14.6% | 0.1%
COc1ccc(/C=C(/C#N)C(=O)Nc2cccc([N+](=O)[O-])c2)cc1C(=O)O | -1.8 | -18.5 | -26.3% | 5.0% | -7.4% | -2.5%
CCC1CCCCN1C(=O)CSc1nc2c(c(=O)n1C)SC(C)C2 (configuration not stated) | 0.9 | -6.0 | ? | ? | 1.47µM* | 0.9%
COc1ccccc1C1(CC(=O)N2CCOCC2)CCOC(C(C)C)C1 (configuration not stated) | -2.2 | -16.0 | 0.0% | . | 153.0%[activator] | 3.1%
CCCCN(Cc1cc2ccccc2[nH]c1=O)C(=O)c1ccccn1 | 2.8 | 19.2 | 3.2% | . | -5.7% | -27.4%
O=C(NCc1cccnc1)Nc1ccc([N+](=O)[O-])cc1 | 11.1 | 2.3 | -1.6% | -5.6% | ? | .
O=C(c1ccc(Cl)cc1)N1CCN(c2ccnc3cc(Cl)ccc23)CC1 | -3.5 | -3.6 | . | 13.1µM* | 14.6% | 9.0%
COc1cc2cnc(-c3ccccc3)c(-c3ccc([N+](=O)[O-])cc3)c2cc1OC | . | . | -24.9% | 7.0% | ? | .
O=C(O)C1=C(OCc2ccc(F)c(F)c2)C(=O)NCC1 | -1.9 | -9.4 | 5.9% | -3.3% | 38.5% | 0.4%
COc1ccc(C(=O)C2CCCN(Cc3cnc(N4CCCC4)s3)C2)cc1OC (configuration not stated) | -1.9 | -6.3 | 1.1% | ? | ? | -2.1%
CN(C)c1ccc(C(C[N+](=O)[O-])c2c(N)n(C)c(=O)n(C)c2=O)c(F)c1C#N (configuration not stated) | -3.3 | -12.9 | -3.0% | 0.0% | -23.6% | -0.8%
CN(C)S(=O)(=O)c1cccc(NC(=O)CSc2nc3ccccc3[nH]2)c1 | -2.4 | -3.0 | 1.6% | -1.6% | -32.0% | -6.1%
CSc1nnc(-c2ccc(C(F)(F)F)cn2)o1 | 15.3* | 47.1* | 4.0% | 29.1% | 30.3%[activator] | 0.6%
N#Cc1ccc(S(=O)(=O)N2CCN(CC(=O)NCC3(N4CCOCC4)CCCCC3)CC2)cc1 | . | . | -1.6% | ? | ? | .
COc1cccc(C(=O)Nc2cccc(-c3nnc(-c4ccco4)o3)c2)c1 | 16.4 | 38.1 | 10.1% | . | ? | 2.6%
CC1=C(C(=O)Nc2ccccc2F)C(c2ccsc2)C2=C(CC(C)(C)CC2=O)N1 (configuration not stated) | -0.5 | -9.4 | -4.5% | ? | -2.0% | 6.4%
CCCCN1C(=O)C(O)(CC(=O)c2ccccc2OC)c2ccccc21 (configuration not stated) | -4.5 | -11.6 | -2.4% | 11.5% | -17.6% | 6.7%
CCCN(CCC)C(=O)Nc1cc(Cl)ccc1OC | 6.1 | 14.9 | 7.1% | -29.2% | ? | -2.2%
Clc1ccc(CON/C=N/c2ncnc3sccc23)cc1 | -2.9 | -10.4 | -21.4% | 5.4% | 49.6%[activator] | 0.1%

Gathered by group, the compounds so far with a CF3 group (2)
Compound | Cycloheximide cs | Shiga inhibitor | Sm TGR block | Pf growth 48h | Pf growth 96h | Giardia FBPA inh
Cc1ccc(N2C(=O)C(c3c(C)[nH]n(-c4ccccc4)c3=O)(C(F)(F)F)C3=C2CC(C)(C)CC3=O)cc1 (configuration not stated) | -4.5 | -15.7 | ? | . | ? | 5.5%
CSc1nnc(-c2ccc(C(F)(F)F)cn2)o1 | 15.3* | 47.1* | 4.0% | 29.1% | 30.3%[activator] | 0.6%
